DRD3 agonist: qHTS of D3 Dopamine Receptor Agonist: qHTS; max activation, %; actives 0.58% (n = 410,000); D3R DiscoveRx beta-arrestin cells, luminescence, 90 min; D(3) dopamine receptor (Homo sapiens), P35462; in the data active means max activation above about 30%; further: 0% is about no effect; mostly tested at two doses, the higher about 12 µM
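Agonist mode: compounds and dopamine controls were applied to plated cells for 90 min at 37 degrees C after an overnight attachment at 1500 cells/well. Luminescent read-out followed 30 - 60 minutes at room temperature with DiscoveRx detection reagent.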
Mm-Cpn inhibitor: Inhibitors of TCP-1 ring complex (TRiC) of Methanococcus maripaludis (MmCpn): qHTS; AID 504842, 2011; actives 0.031% (n = 330,000); Potency, µM (highest dose often 76.9 µM), for inactives: at the highest dose activity, negative = inhibition, most hits filed as inhibitors; purified Mm-Cpn ATPase, ADP Transcreener TR-FRET; Chaperonin Mm-Cpn (Methanococcus maripaludis); further: potency means the concentration at half of the fitted maximal effect; on the % scale 0 is the no-effect control and ±100 the full control effect; nearly all actives have a fitted effect of over 80% in size
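Eu-cryptate anti-ADP/ADP-d2 competition gives a ratio inversely related to ADP. Enzyme at 25 nM was pre-exposed to compound for 10 min, then given 10 uM ATP for 30 min, 37°C throughout.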
EPAC2 antagonist: qHTS for Antagonist of cAMP-regulated guanine nucleotide exchange factor 2 (EPAC2): primary screen. Rap guanine nucleotide exchange factor 4 (Homo sapiens), Q8WZA2. EPAC2 GEF exchange of Rap1B-BODIPY-GDP, fluorescence. Potency, µM (titrated, usually from 114 µM), for inactives: at the top dose activity, negative = inhibition, actives largely listed as inhibitors. actives 0.18% (n = 360,000). AID 720708, 2013; further: potency means the concentration at half of the fitted maximal effect; on the % scale 0 is the no-effect control and ±100 the full control effect; nearly all actives have a fitted effect of over 45% in size; many of its hits are not listed in these tables
Target sequence (Q8WZA2 whole entry, looked up): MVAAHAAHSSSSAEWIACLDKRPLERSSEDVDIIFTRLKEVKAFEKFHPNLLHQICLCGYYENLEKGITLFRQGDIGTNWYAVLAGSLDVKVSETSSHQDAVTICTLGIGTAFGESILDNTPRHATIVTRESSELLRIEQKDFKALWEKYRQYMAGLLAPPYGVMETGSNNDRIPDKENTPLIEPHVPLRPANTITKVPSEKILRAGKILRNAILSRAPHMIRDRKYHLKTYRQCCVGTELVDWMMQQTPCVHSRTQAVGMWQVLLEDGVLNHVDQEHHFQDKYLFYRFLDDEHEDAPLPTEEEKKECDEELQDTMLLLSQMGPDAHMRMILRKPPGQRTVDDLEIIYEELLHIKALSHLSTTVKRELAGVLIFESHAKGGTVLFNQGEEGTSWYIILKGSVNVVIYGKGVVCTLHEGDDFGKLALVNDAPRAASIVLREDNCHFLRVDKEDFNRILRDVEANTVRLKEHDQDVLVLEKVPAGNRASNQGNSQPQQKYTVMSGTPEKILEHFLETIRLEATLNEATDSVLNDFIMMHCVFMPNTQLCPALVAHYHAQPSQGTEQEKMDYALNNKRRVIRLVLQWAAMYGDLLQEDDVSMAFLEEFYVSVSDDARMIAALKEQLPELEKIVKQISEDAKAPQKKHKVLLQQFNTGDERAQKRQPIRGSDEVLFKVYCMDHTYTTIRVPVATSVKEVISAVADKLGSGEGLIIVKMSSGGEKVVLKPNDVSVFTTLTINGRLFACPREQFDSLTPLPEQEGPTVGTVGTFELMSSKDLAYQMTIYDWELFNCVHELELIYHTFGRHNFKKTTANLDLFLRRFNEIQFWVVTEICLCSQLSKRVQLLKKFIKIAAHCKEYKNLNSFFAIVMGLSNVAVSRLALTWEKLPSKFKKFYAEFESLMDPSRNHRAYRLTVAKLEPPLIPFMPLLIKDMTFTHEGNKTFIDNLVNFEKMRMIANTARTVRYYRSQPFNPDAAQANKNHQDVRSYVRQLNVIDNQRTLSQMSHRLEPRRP
pAkt inh: HTS Assay for Inhibitors of Akt Phophorylation: Primary Screen; Neuro2A IGF-stimulated pAkt S473 HTRF, 20 min; active compounds read low; activity change, % for hits at 50 µM; actives 0.32% (n = 360,000); in the data active means activity change below about -80%; inconclusive means mostly about -51% to -80%; further: on the % scale 0 is the no-effect control and ±100 the full control effect
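Neuro2A cells (4,500/well, DMEM with 0.5% FBS) were treated with compound at a single 50 µM final concentration, stimulated with 6 nM IGF for 20 min at 37 °C, and lysed. Phospho-Akt Ser473 was read by HTRF as 665/615 ratio ×10^4.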
DRD3 antagonist: qHTS of D3 Dopamine Receptor Antagonist: qHTS; D(3) dopamine receptor (Homo sapiens), P35462; D3R cells, DiscoveRx beta-arrestin luminescence, antagonist mode; active compounds read low; max response, negative = inhibition, %; actives 2.5% (n = 360,000); AID 652054, 2013; in the data active means max response below about -50%; inconclusive means no clear call, values can overlap the other calls; further: on the % scale 0 is the no-effect control and ±100 the full control effect; mostly tested at two doses, the higher about 12 µM
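Cells expressing the human receptor were seeded at 1500 cells/well, incubated overnight at 37 degrees C in 5% CO2, then exposed to library compounds with dopamine controls for 90 minutes at 37 degrees C before luminescent detection.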
CCT chaperon mod: High-Throughput Screening for Modulators of Cytosolic Chaperonin Activity; purified chaperonin ATPase assay, HTRF ADP detection, 30 min; activity change, % (test concentration not listed), hits read low; actives 0.3% (n = 360,000); AID 651819, 2012; in the data active means activity change below about -30%; further: on the % scale 0 is the no-effect control and ±100 the full control effect
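First, chaperonin was dispensed at 40 nM or 20 nM final depending on batch activity. Next, compounds were pinned at 76 uM and ATP added at 10 uM. After 30 min at 37 °C, ADP detection reagents ran 30 min at ambient temperature.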
EPAC2 agonist: qHTS for Agonist of cAMP-regulated guanine nucleotide exchange factor 4 (EPAC2): primary screen. AID 720711, 2013. actives 0.079% (n = 360,000). Potency, µM (top dose mostly 154 µM), without a hit: at the top dose activation, hits mostly activators. EPAC2 activation, biochemical qHTS; response scale: 100% = 6.5 mM cAMP response; further: potency means the concentration at half of the fitted maximal effect; nearly all actives have a fitted effect of over 50% in size
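Readout is BODIPY fluorescence (480 nm excitation, 540 nm emission), which falls as labeled GDP is exchanged off Rap1B. EPAC2 at 100 nM acted on 250 nM RAP1B-BODIPY-GDP with 50 uM GDP present.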
PTHR1 ag: qHTS for PTHR1 Agonists: Primary Screen; HEK293 GP2 PTHR1 cells, GloSensor cAMP luminescence, 1 h; Potency, µM (top dose mostly 115 µM), for the others: at the highest dose activation, most hits filed as activators; actives 0.075% (n = 410,000); further: potency means the concentration at half of the fitted maximal effect; nearly all actives have a fitted effect of over 55% in size; some results filed as inactive show a strong effect at the top dose; inactives centre near -15; many of its hits are not listed in these tables
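HEK-293-derived GP2 cells expressing PTHR1 and a GloSensor cAMP reporter, 3,000/well, plated overnight, given luciferin plus IBMX (each 0.5 mM as added) for 1 h at 37 °C, then compound for 1 h at 37 °C. Luminescence was read after 15 min at room temperature.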
* = called active by the depositor; i = inactive; ? = inconclusive; . = no result given; [ ] = another dose, or the depositor's remark. Unless noted, the call rests on the fitted dose curve; in most records, active means well fitted curve in the direction sought with a large enough effect; inconclusive means small, poorly fitted or top-dose-only effect, or another doubt; inactive means no such curve, though single readings can be large; an effect the other way counts as inactive or inconclusive.

Under each structure: CCT chaperon mod, EPAC2 agonist, pAkt inh, Mm-Cpn inhibitor, DRD3 antagonist, PTHR1 ag, EPAC2 antagonist, DRD3 agonist
CC1CCCC(NC(=O)c2n[nH]c(=O)c3ccccc23)C1C (stereo not given)
  -1.8, -5%, i, 2%, ?, -4%[57.5 µM], 8%, 12
O=C(C/C(=N\NC(=O)c1ccccc1Br)C(F)(F)F)c1cccs1
  -1.8, -4%, i, -13%, 8, -16%, -5%, -3
O=C(Nc1nc(N2C(=O)c3ccccc3C2=O)n(-c2ccccc2)n1)c1ccc(Cl)cc1
  -0.3, 2%, i, -10%, 11, -6%, -8%, 1
CCCC(=O)Nc1ccc(Cl)c(NC(=O)C(C)(C)C)c1
  -2.5, -1%, ?, ., ?, -25%[57.5 µM], -1%, -9
CCOc1ncccc1C(=O)N1CCN(S(=O)(=O)c2ccc(Br)cc2Cl)CC1
  0.3, -5%, i, 3%, 12, -66%[inhibitor], -4%, 0
Cc1nc2cc(C(=O)OCC(=O)N(CC(C)C)C3CCS(=O)(=O)C3)ccc2n1-c1ccccc1 (stereo not given)
  -0.2, -1%, i, 2%, 7, i, 1%, 1
Cn1c(SCC(=O)N2CCN(c3cccc(Cl)c3)CC2)nnc1-c1ccncc1
  -1.9, -13%, i, -1%, -15, -16%[57.5 µM], -1%, 3
CCS(=O)(=O)c1nc2ccccc2n1CC(=O)N1CCOCC1
  0.8, 3%, i, 1%, 0, i, 7%, 3
C=C1CC(C(=O)N/N=C/c2ccc(O)cc2)C1
  -0.5, -9%, i, -1%, 15, i, 1%, -7
O=c1c2cc3c(cc2[nH]c(=S)n1CCN1CCOCC1)OCO3
  -4.2, 1%, i, 3%, 6, i, 5%, 1
CN(C)/C=C/C(=O)c1ccc(Br)cc1
  -0.6, 10%, i, -11%, -16, i, -13%, 0
COc1ccc(C(=O)C(OC(=O)c2ccc(C)c(NC(C)=O)c2)c2ccccc2)cc1 (stereo not given)
  0.3, 13%, i, 1%, 3, -1%[57.5 µM], 0%, -1
Cc1noc(C)c1C(=O)N1CCCC1
  -1.6, 0%, i, -1%, -14, i, -3%, -3
COc1ccc(CNC(=O)c2sc(=O)n(Cc3ccccc3OC)c2C)cc1
  -1.6, 11%, i, ., 2, i, -3%, 6
CCOC(=O)c1nn(C)c(C)c1Cl
  -3.8, 1%, i, -1%, -71*, -12%, 3%, -30

(cont.)
Under each structure: CCT chaperon mod, EPAC2 agonist, pAkt inh, Mm-Cpn inhibitor, DRD3 antagonist, PTHR1 ag, EPAC2 antagonist, DRD3 agonist
CCCCN1C(=O)C(=O)N(CC(=O)Nc2ccccc2C(=O)OCC)C1=O
  -1.0, 4%, i, -14%, 9, -23%, -1%, 3
Nc1nc(CSC(=S)N2CCN(c3ccccc3)CC2)nc(Nc2ccc(F)cc2)n1
  1.3, 15%, i, -1%, 3, i, 9%, 0
CC(C)NCC(O)COCCOc1ccc(Cl)cc1 (stereo not given)
  2.1, 5%, i, 2%, 6, -29%, 5%, -6
O=C(NCc1ccccn1)C(=O)NCC1OCCN1S(=O)(=O)c1ccc(F)cc1 (stereo not given)
  -1.3, 3%, i, 1%, 9, ?, 7%, 9
Cc1cc(C)c2c(N)c(C(=O)c3ccccc3)sc2n1
  -1.7, -3%, i, -3%, 3, -4%, 15%, -12
Cc1ccc(S(=O)(=O)N(C)c2ccc(OCC(=O)N3CCCC(C(F)(F)F)C3)cc2)cc1 (stereo not given)
  -4.2, 4%, i, 0%, 4, -23%, -7%, 16
C=CCNC(=S)NNC(=O)c1csc(C)c1C
  -0.9, 2%, i, 2%, 2, i, 7%, -2
N#C/C(=C\c1ccccc1Br)C(=O)NC1CC1
  -1.2, 10%, i, -13%, 0, -11%, 2%, -8
Cc1ccc(NC(=O)C(=O)c2c(-c3ccccc3)cc3ccccn23)cc1S(=O)(=O)N1CCOCC1
  0.8, 4%, ., -1%, 15, -17%, -5%, 10
Cc1ccc(NC(=O)CCCCCCCCCCC2COCCO2)c(C)c1 (stereo not given)
  1.9, -8%, i, 4%, 61, i, 3%, -8
O=C(NCc1cccnc1)c1ccccc1-c1nc(-c2ccccc2)no1
  2.4, -1%, i, -1%, 1, -11%, 2%, -6
CCOc1ccc(CCNC(=O)COC(=O)COc2ccc(C#N)cc2)cc1OCC
  -0.5, -1%, i, 1%, 4, -3%, -3%, 4
CCOc1ccccc1NC1=CC(=O)CC(c2ccccc2)C1 (stereo not given)
  0.3, -5%, i, -2%, 3, -5%, 11%, -3
Cc1ccc(NC(=S)NCc2ccc(S(N)(=O)=O)cc2)c(C)c1
  -1.7, 7%, i, -3%, -3, 3%, 8%, -1
CC(=O)Nc1c(O)n(C)c2ccccc12
  -3.0, 8%, i, -1%, -15, -3%[57.5 µM], -3%, -15

Part of the list above, showing only DRD3 agonist and EPAC2 antagonist:
molecule,DRD3 agonist,EPAC2 antagonist
CCS(=O)(=O)c1nc2ccccc2n1CC(=O)N1CCOCC1,3,7%
C=C1CC(C(=O)N/N=C/c2ccc(O)cc2)C1,-7,1%
O=c1c2cc3c(cc2[nH]c(=S)n1CCN1CCOCC1)OCO3,1,5%
CN(C)/C=C/C(=O)c1ccc(Br)cc1,0,-13%
COc1ccc(C(=O)C(OC(=O)c2ccc(C)c(NC(C)=O)c2)c2ccccc2)cc1 (stereo not given),-1,0%
Cc1noc(C)c1C(=O)N1CCCC1,-3,-3%

Entries listed so far containing a CF3 group, in the order listed:
Under each structure: CCT chaperon mod, EPAC2 agonist, pAkt inh, Mm-Cpn inhibitor, DRD3 antagonist, PTHR1 ag, EPAC2 antagonist, DRD3 agonist
O=C(C/C(=N\NC(=O)c1ccccc1Br)C(F)(F)F)c1cccs1
  -1.8, -4%, i, -13%, 8, -16%, -5%, -3
Cc1ccc(S(=O)(=O)N(C)c2ccc(OCC(=O)N3CCCC(C(F)(F)F)C3)cc2)cc1 (stereo not given)
  -4.2, 4%, i, 0%, 4, -23%, -7%, 16

Continued.
Under each structure: CCT chaperon mod, EPAC2 agonist, pAkt inh, Mm-Cpn inhibitor, DRD3 antagonist, PTHR1 ag, EPAC2 antagonist, DRD3 agonist
CC(=O)Nc1ccc(C2NC(=O)CCC2[N+](=O)[O-])cc1 (stereo not given)
  -2.9, 0%, i, -2%, 4, i, 0%, 10
FC(F)(F)c1cccc(-c2nnc(-c3ccccc3)c(N3CCOCC3)n2)c1
  0.1, 15%, i, 1%, -14, i, 0%, -32
O=C(OCc1nc2ccsc2c(=O)[nH]1)c1cc(Br)c(Br)s1
  2.9, 11%, i, -3%, -24, -27%, 3%, -13
O=C(/C=C/c1ccccc1[N+](=O)[O-])Nc1cccnc1
  -2.4, -6%, i, 3%, -28, i, 15%, -7
Cc1c(NC(=O)NC2CCCCC2)cccc1[N+](=O)[O-]
  -13, 7%, i, -23%, -9, i, -6%, -2
O=C(c1c(F)cccc1F)N(Cc1ccccc1)Cc1ccccc1
  0.7, 13%, i, 2%, -8, -19%, -25%, 9
COCCn1nnnc1C(CC(C)C)N1CCN(c2nc3ccccc3s2)CC1 (stereo not given)
  2.5, -2%, i, 1%, 18, -22%, 1%, 21
COc1ccc(-c2csc(N3CCSCC3)n2)cc1
  -2.6, 19%, i, -3%, 4, -17%, 0%, 2
Cc1cccc(C(=O)c2ccccc2C(=O)O)c1O
  -1.6, 12%, i, -1%, ?, -10%, 1%, -11
Cc1nc(N2CCOCC2)[nH]c(=O)c1[N+](=O)[O-]
  -0.3, 13%, i, 3%, -1, 23%, 11%, -5
O=C(CCCCCn1c(=S)[nH]c2ccccc2c1=O)NCc1ccc2c(c1)OCO2
  -1.3, 8%, ?, -12%, -29, i, 10%, -1
COCCN(C(=O)COC(=O)Cc1cccc2ccccc12)c1c(N)n(Cc2ccccc2)c(=O)[nH]c1=O
  -2.0, -3%, i, 3%, 2, i, -1%, -4
Cc1noc(C)c1CSCC(=O)Nc1ccc(S(C)(=O)=O)cc1
  1.6, 3%, i, -18%, 10, i, -1%, -2
CC(=O)Nc1ccc(NC(=O)C(C)OC(=O)/C=C/c2ccc3c(c2)OCO3)cc1 (stereo not given)
  -2.7, 4%, i, 1%, -6, i, 11%, -7
O=C(CCC(=O)OCc1ccc(Cl)cc1)Nc1ccccc1
  -0.3, 6%, i, 1%, 23, i, 4%, -2

Next results follow.
Under each structure: CCT chaperon mod, EPAC2 agonist, pAkt inh, Mm-Cpn inhibitor, DRD3 antagonist, PTHR1 ag, EPAC2 antagonist, DRD3 agonist
O=C(c1ccccc1)C(O)(Cc1ccccc1)c1ccccc1 (stereo not given)
  -0.4, 7%, i, ., -25, 3%, -5%, -20
O=C(Nc1ccc(Cl)cc1)Nc1cnccn1
  1.3, -4%, i, -5%, -8, -24%, 6%, -6
CSCC[C@H](NC(=O)C1CCN(S(=O)(=O)c2ccccc2)CC1)C(=O)NC1CC1
  -2.9, -3%, i, -1%, -10, -13%, -5%, -4
CC1/C(=C\c2ccc(Cl)cc2)C(=O)C2CC1C2(C)C (stereo not given)
  0.2, 6%, i, -5%[15.4 µM], -3, i, 4%, 5

Assay outcomes (PubChem)

Only part of the results is shown, so the mix of outcomes need not match the whole.
